Screening results deposited in PubChem by several laboratories.
TcdB GH inh: inhibitors of Clostridioides difficile toxin B glycohydrolase; inhibition, % at 9.99 µM; P18177; TcdB glycohydrolase enzymatic assay, plate reader; hit rate 0.24% among 350,000; AID 652162; in the data active means inhibition above about 10%
Vc quorum ag: quorum light induction in luxS cqsA deficient V. cholerae; hit rate 0.16% among 350,000; activation, % at 18.7 µM; V. cholerae BH1578 lux reporter, luminescence, 6 h; in the data active means activation mostly above about 9.7%, no sharp cut-off; further: not every result past the cut was called active; inactives centre near 0; reference of the scale not given here
PrPC surface inh: reduces human prion protein on the cell surface; P04156; cell surface PrPC, TR-FRET read-out; inhibition, % at 13.8 µM; hit rate 0.43% among 370,000; in the data active means inhibition above about 24%; further: 0% = median of the test wells and 100% = reference compound wells
MazEF act: MazEF (E. coli) toxin RNase activation. FAM/BHQ RNA-DNA oligo cleavage fluorescence, 5 h. activation, % at 20 µM. hit rate 0.32% among 350,000; in the data active means activation above about 50%
Target sequence (P0AE70 whole entry, looked up): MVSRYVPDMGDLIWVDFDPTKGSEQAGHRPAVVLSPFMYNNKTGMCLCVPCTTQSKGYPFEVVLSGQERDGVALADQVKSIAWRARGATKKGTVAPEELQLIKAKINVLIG
Rv3671c protease: inhibits the M. tuberculosis serine protease Rv3671c | P9WHR9 | hit rate 0.048% among 320,000 | AID 2606 | inhibition, % at 5.96 µM; in the data active means inhibition above about 38%;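 further: extracellular domain of Rv3671c used as enzyme; 0% = enzyme with DMSO and 100% = no enzyme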
Target sequence (P9WHR9 whole entry, looked up, the tested form may be a part): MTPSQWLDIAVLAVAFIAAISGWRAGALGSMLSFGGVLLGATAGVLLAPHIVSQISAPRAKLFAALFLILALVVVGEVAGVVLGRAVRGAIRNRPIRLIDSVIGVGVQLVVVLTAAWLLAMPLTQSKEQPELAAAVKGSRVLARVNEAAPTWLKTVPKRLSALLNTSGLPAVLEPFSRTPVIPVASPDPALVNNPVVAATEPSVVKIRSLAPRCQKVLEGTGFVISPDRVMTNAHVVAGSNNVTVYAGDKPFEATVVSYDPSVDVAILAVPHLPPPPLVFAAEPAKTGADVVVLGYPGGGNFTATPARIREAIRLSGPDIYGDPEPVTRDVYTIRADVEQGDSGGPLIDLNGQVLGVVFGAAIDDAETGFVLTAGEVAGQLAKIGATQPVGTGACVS
CCHF vOTU inh: blocks the CCHF virus ovarian tumor domain protease. hit rate 0.55% among 370,000. inhibition, % at 11.5 µM. CCHFV vOTU protease, Pep-AMC fluorescence; in the data active means inhibition above about 30%; further: 0% = vehicle wells with enzyme and 100% = no enzyme wells
SARS 3CLpro inh: SARS-CoV 3CLpro protease inhibition. hit rate 0.14% among 290,000. inhibition, % at 6 µM. P0C6X7. recombinant SARS-CoV 3CLpro, quenched FRET peptide cleavage; in the data active means inhibition above about 12%
Yp Topo-I inh: Y. pestis Topo-I inhibition via cleavage products; Y. pestis Topo-I cleavage product accumulation, plate reader; activity, % at 10 µM; hit rate 0.064% among 360,000; AID 504884; in the data active means activity above about 50%, passing the limit was not always enough; further: inactives centre near 2
DUSP3 inh: inhibitors of human VHR1 phosphatase (DUSP3) | recombinant VHR phosphatase, pNPP absorbance | inhibition, % at 13.3 µM | hit rate 0.52% among 290,000; in the data active means inhibition above about 50%; further: some compounds called inactive have numbers as strong as hits
Target sequence (P51452 whole entry, looked up): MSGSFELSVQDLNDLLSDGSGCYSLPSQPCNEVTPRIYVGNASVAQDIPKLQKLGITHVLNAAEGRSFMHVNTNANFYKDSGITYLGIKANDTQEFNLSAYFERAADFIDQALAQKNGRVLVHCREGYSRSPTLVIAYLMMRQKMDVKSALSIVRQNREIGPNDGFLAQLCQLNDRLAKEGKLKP
SSB-PriA inh: K. pneumoniae PriA-SSBct interaction inhibition | AID 1272365 | inhibition, % at 33 µM | AlphaScreen SSBct-PriA binding, biotinylated peptide | hit rate 0.6% among 430,000; in the data active means inhibition mostly above about 37%, no sharp cut-off; inactive means mostly below about 20%;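 further: plate controls were negative control peptide for no effect and reference peptide for full effect; strong numbers were not always called active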
Numbers without * were called inactive; i = inactive; x = no result given; + = active, no number; & = joins results of further samples. These rows are one share of the data (hit frequency here may not be typical).

Results follow in this order: TcdB GH inh	Vc quorum ag	PrPC surface inh	MazEF act	Rv3671c protease	CCHF vOTU inh	SARS 3CLpro inh	Yp Topo-I inh	DUSP3 inh	SSB-PriA inh
1	O=C(N/N=C/C1CC=CCC1)c1ccc(Cl)cc1O (configuration not stated)
  -2.7	0.1	-4	-4	1	6	2	-3	14	x
2	CCN(CC)CC(=O)Nc1c(C)cc(C(C)(C)C)cc1C
  x	x	4	1	-8	14	6	-10	7	-26
3	CCOc1cc(C2C3=C(CCCC3=O)N(CC(=O)O)C3=C2C(=O)CCC3)ccc1OC
  0.4	i	-6	6	-3	9	0	4	-22	-9
4	CC(C)=CC(=O)N1CCC(n2nccc2NC(=O)CCc2ccccc2)CC1
  0.1	-0.2	7	1	1	-3	3	-1	14	1
5	Cc1ccccc1C(=O)O[C@H]1[C@H](Cc2ccccc2)NS(=O)(=O)[C@H]2CC3C=C[C@]12O3
  0.4	-0.6	3	-5	-24	13	x	11	x	-3
6	CCC1=C2CC[C@H]3C(=O)N(CC)C(=O)[C@H]3[C@H]2[C@@]2(Cc3ccccc3)C(=NCCOC)OC(=O)N2C1=O
  -8.3	i	11	8	-1	11	x	5	22	-9
7	COCCNC(=O)CN1C(=O)COc2ccc(S(=O)(=O)N3CCCCCC3)cc21
  0.2	i	-7	0	4	10	3	1	-15	-8
8	Cc1ccc(N2CC(C(=O)Nc3ccc4c(c3)OCO4)CC2=O)cc1 (configuration not stated)
  x	0.0	12	8	-1	-13	7	-4	-5	-2
9	Cc1oc(/C=N/NC(=O)CC2(C)OCCO2)cc1Br
  1.4	5.0	-3	6	6	-6	3	5	-8	x
10	NNC(=O)c1sccc1OCc1ccc(Cl)cc1
  0.5	-0.8	1	1	-18	0	0	6	1	-7

Following part.
Results follow in this order: TcdB GH inh	Vc quorum ag	PrPC surface inh	MazEF act	Rv3671c protease	CCHF vOTU inh	SARS 3CLpro inh	Yp Topo-I inh	DUSP3 inh	SSB-PriA inh
11	O=C(COc1ccc2c3c(c(=O)oc2c1)CCCC3)NCc1ccncc1
  6.7	-0.3	5	3	1	7	0	14	6	0
12	CNC(=S)N(CCc1c(C)[nH]c2ccc(C)cc12)Cc1ccco1
  0.2	-0.1	-5	6	14	2	3	-8	8	14
13	CCOc1ccc(-c2c(C(=O)N/N=C/c3ccc(OC(C)C)cc3)nnn2-c2nonc2N)cc1
  x	1.6	4	-7	-54	2	1	5	-13	x
14	CCc1cc(=O)oc2c3c(cc(OCC(=O)NC4CC4)c12)OC(C)(C)CC3
  1.0	-0.3	1	6	10	-155	2	4	12	-9
15	O=S(=O)(c1ccc(Br)cc1)N1CCN(c2cc(-c3ccccc3)nc3ncnn23)CC1
  1.1	-0.2	x	-13	5	x	3	15	22	-4
16	N#Cc1ccc(-c2cccnc2)nc1SCC(=O)c1ccccc1
  3.5	i	-2	+	-53	13	0	-2	-6	-1
17	CCn1c(=O)cc(SCC(=O)N2CCN(C3CCCCC3)CC2)c2ccccc21
  x	-6.2	-10	-17	2	-8	-6	33	-4	-1
18	COc1ccc(Br)cc1C1CC(=O)C(C)C(c2cc(Br)ccc2OC)N1 (configuration not stated)
  -0.6	-15	2	-4	-18	-7	4	0	-16	-11
19	CCC(=O)N(Cc1c(C)nn(-c2ccccc2)c1Cl)c1ccc(Cl)cc1
  0.8	-0.6	2	1	-7	-4	-4	12	1	-11
20	O=C(CCc1nnc2ccc(NCc3ccco3)nn12)N1CCCCC1
  2.3	i	-4	2	-2	15	-2	2	10	-7

The results go on.
Results follow in this order: TcdB GH inh	Vc quorum ag	PrPC surface inh	MazEF act	Rv3671c protease	CCHF vOTU inh	SARS 3CLpro inh	Yp Topo-I inh	DUSP3 inh	SSB-PriA inh
21	Cc1sc2c(c1C)C(O)=C(C(=O)Nc1ccccc1)S(=O)(=O)N2C
  0.6	i	-1	-16	3	7	6	4	25	-6
22	O=C(CSc1nnnn1-c1ccc2c(c1)CCC2)Nc1ccc2c(c1)OCCO2
  x	-1.7	-4	0	-3	-5	6	22	17	1
23	N/C(=N\c1nc2c(c(=O)[nH]1)CCC2)Nc1cccc2ccccc12
  x	0.2	0	42	-11	-10	1	1	33	x
24	NC(=O)CSCc1ccc(Br)cc1
  x	-0.3	-2	14	12	5	3	0	4	-9
25	COc1ccc(-c2cc(C(=O)NCc3ccc(F)cc3)[nH]n2)c(C)c1
  0.8	i	3	x	x	-4	x	13	x	x
26	Cc1cc(S(=O)(=O)Nc2ccc(C(=O)NCC3(N4CCCCC4)CCCCC3)cc2)ccc1F
  2.7	-0.4	-12	5	8	0	x	-3	x	-9
27	CCc1ccc(S(=O)(=O)ON2C(=O)c3ccccc3C2=O)cc1
  -0.8	-0.2	1	3	x	-21	2	4	17	-20
28	Cc1nn(C(C)(C)C)c(NC(=O)c2ccccc2)c1C#N
  -1.9	i	6	1	-1	-17	-9	5	3	-6
29	COc1ccc(S(=O)(=O)NNC(=O)c2ccccc2-n2cccc2)cc1
  -2.5	i	-1	-8	2	15	0	9	17	-21
30	CCN(CC)CCN(C(=O)c1cc(Cl)sc1Cl)c1nc2cc3c(cc2s1)OCO3
  1.6	i	-3	4	-6	-6	-2	28	15	29&24

Carrying on.
Results follow in this order: TcdB GH inh	Vc quorum ag	PrPC surface inh	MazEF act	Rv3671c protease	CCHF vOTU inh	SARS 3CLpro inh	Yp Topo-I inh	DUSP3 inh	SSB-PriA inh
31	Cc1cc(C(=O)Nc2ccccc2N2CCOCC2)ccc1[N+](=O)[O-]
  x	-0.1	0	2	-1	19	0	-2	5	-6
32	CCCCCCNC(=O)O[C@H]1CN(C(=O)OC(C)C)N(C(=O)OC(C)C)[C@@H]2CN(S(=O)(=O)c3ccc(C)cc3)C[C@]12O
  4.4	-0.6	-10	-5	x	29	x	22	x	x
33	O=C(NCc1ccccc1)C12CN(Cc3ccccc3)CC1C(c1ccc([N+](=O)[O-])cc1)=NO2 (configuration not stated)
  1.7	-0.4	-10	6	2	0	0	39	48	7
34	CCCCOCCCN1CC(=O)N2[C@@H](Cc3c([nH]c4ccccc34)C2(C)C)C1=O
  0.4	1.1	8	0	-15	1	3	-2	x	6
35	Cc1c(C(=O)N2CCN(S(=O)(=O)c3cc(F)ccc3F)CC2)oc2ccccc12
  2.0	i	-6	3	-2	15	x	27	x	1
36	Cc1ccccc1NC(=O)NC1(C(=O)N2CCC(O)CC2)CCCCC1
  0.5	-0.5	-3	-3	5	-19	4	5	6	-1
37	Cc1ccc(S(=O)(=O)N(C)C)cc1NC(=S)Nc1cccc2ccccc12
  0.8	-0.5	10	4	-3	-1	5	-14	4	11
38	O=C(CCOc1ccccc1)Nc1ccnn1C1CCN(CCc2ccccc2)CC1
  0.5	-5.9	-12	-13	-3	5	-4	6	-15	-10
39	CCN=c1scc(C)n1/N=C/c1ccsc1
  x	-0.3	-9	1	-2	18	1	-6	22	x
40	COc1ccc(-c2nc3c(c(SCC(=O)N4CCCC4)n2)COC(C)(C)C3)cc1
  0.1	0.3	-1	4	-2	7	0	38	10	-8

New compounds follow.
no. | molecule | TcdB GH inh | Vc quorum ag | PrPC surface inh | MazEF act | Rv3671c protease | CCHF vOTU inh | SARS 3CLpro inh | Yp Topo-I inh | DUSP3 inh | SSB-PriA inh
41 | Cc1cc(C)c(NC(=O)CNC(=O)c2ccc3ncsc3c2)c(C)c1 | 0.8 | i | 1 | 0 | -1 | 8 | x | -2 | x | -2
42 | CCC(CC)NC(=O)CC(c1ccccc1)c1ccccc1 | -0.4 | -0.9 | 3 | -15 | 4 | 2 | 0 | 11 | 28 | -10
43 | CC(C)(C)[C@H]1CCC(=O)N([C@H](CSc2ccccc2)Cc2ccccc2)CC1 | 0.1 | -1.3 | 3 | 2 | -9 | 5 | -4 | 34 | -18 | 4
44 | Cc1nn(C)c(C)c1CN(Cc1nc(-c2cc(F)ccc2F)oc1C)C1CC1 | 2.9 | -0.3 | 8 | 2 | -3 | 1 | -1 | 11 | 21 | -11
45 | COc1ccc(C(=O)OC(C)C(=O)Nc2cc(C(F)(F)F)ccc2Cl)c(OC)c1OC (configuration not stated) | x | -0.2 | 8 | -2 | 2 | 1 | 2 | 10 | 18 | -35
46 | Cc1ccc(N=C2NC(=O)C(CC(=O)O)S2)cc1 (configuration not stated) | 1.3 | -0.2 | x | -16 | -6 | x | 3 | -3 | 8 | -1
47 | CC(C)c1ccc(C(=O)OC2CCOC2=O)cc1 (configuration not stated) | 1.0 | -0.2 | 7 | 4 | -11 | 3 | -2 | 14 | 1 | -7
48 | CN(C)C(=O)c1ccc(NC(=O)COC(=O)Cn2cc(C(F)(F)F)ccc2=O)cc1 | -0.5 | 0.0 | -6 | 7 | -1 | -1 | x | 3 | x | -7
49 | COc1ccccc1-n1cnnc1SC(C)C(=O)NCC1CCCO1 (configuration not stated) | 0.5 | i | -5 | 12 | 8 | -8 | x | -2 | x | -7
50 | COC(=O)c1c(O)c2c([nH]c1=O)CCCC2 | x | -0.2 | 6 | 1 | 2 | -9 | 7 | 7 | -4 | -2
51 | CC(C)CCOC(=O)/C(=C/c1ccco1)NC(=O)/C=C/c1ccccc1 | x | -0.7 | 1 | -1 | -5 | 9 | 5 | 18 | 32 | 6
52 | c1ccc(Nc2ncnc3c2oc2ccccc23)cc1 | x | -1.3 | -4 | 11 | -6 | 0 | 1 | -7 | 4 | -5
53 | O=C(CNC(=O)c1cccs1)N/N=C/c1ccc(Cl)cc1 | -0.9 | -0.3 | -7 | 4 | 3 | 15 | 3 | 8 | 2 | x
54 | Cc1cccc(NC(=O)[C@H](NC(=O)[C@@H]2Cc3ccccc3CN2)c2ccccc2)c1 | 1.8 | i | -4 | -26 | 0 | 8 | 2 | -9 | -2 | 1
55 | CCOC(=O)c1ccc(NC(=O)N2CCN(CCc3ccccc3)CC2)cc1 | x | -2.8 | -4 | -6 | -5 | 13 | 2 | 6 | -10 | -2
56 | O=C(NCc1ccc(F)cc1)N1CCN(C(=O)c2ccccc2)CC1 | -0.1 | i | 3 | 5 | 2 | 8 | x | 1 | x | -6
57 | CCOC(=O)C1CCCN(CC(=O)/C=C2/N(C)c3ccccc3C2(C)C)C1 (configuration not stated) | x | i | -5 | -10 | -4 | -5 | 2 | 26 | 37 | 2

Structures above that have a CF3 group:
no. | molecule | TcdB GH inh | Vc quorum ag | PrPC surface inh | MazEF act | Rv3671c protease | CCHF vOTU inh | SARS 3CLpro inh | Yp Topo-I inh | DUSP3 inh | SSB-PriA inh
45 | COc1ccc(C(=O)OC(C)C(=O)Nc2cc(C(F)(F)F)ccc2Cl)c(OC)c1OC (configuration not stated) | x | -0.2 | 8 | -2 | 2 | 1 | 2 | 10 | 18 | -35
48 | CN(C)C(=O)c1ccc(NC(=O)COC(=O)Cn2cc(C(F)(F)F)ccc2=O)cc1 | -0.5 | 0.0 | -6 | 7 | -1 | -1 | x | 3 | x | -7
